Source: PubChem BioAssay (National Center for Advancing Translational Sciences (NCATS))
JMJD2A Tudor: qHTS Assay for Inhibitors of JMJD2A-Tudor Domain. AlphaScreen JMJD2A-Tudor / H3K4me3 peptide binding. Lysine-specific demethylase 4A (Homo sapiens), O75164. actives 4.4% (n = 390,000). Potency, µM (doses to about 114 µM), inactives show at the highest dose activity change, negative = inhibition, actives largely listed as inhibitors; further: potency means the concentration at half of the fitted maximal effect; on the % scale 0 is the no-effect control and ±100 the full control effect; nearly all actives have a fitted effect of over 50% in size
Pin1 inhibitor: qHTS Assay to Find Inhibitors of Pin1; Peptidyl-prolyl cis-trans isomerase NIMA-interacting 1 (Homo sapiens), Q13526; Pin1 FP peptide displacement, HiFluor488, 10 min; Potency, µM (highest dose often 115 µM), inactives show at the top dose activity, negative = inhibition, most hits filed as inhibitors; actives 0.009% (n = 390,000); active means well fitted inhibition curve with a large enough effect in the polarisation, with a control signal flat, not every such curve was filed as active; inconclusive means small, poorly fitted or top-dose-only effect, or effect the other way, or a change in a side signal; inactive means no such curve, though single readings can be large or run the other way; the % refers to the polarisation; further: potency means the concentration at half of the fitted maximal effect; on the % scale 0 is the no-effect control and ±100 the full control effect
Target sequence (Q13526 whole entry, looked up): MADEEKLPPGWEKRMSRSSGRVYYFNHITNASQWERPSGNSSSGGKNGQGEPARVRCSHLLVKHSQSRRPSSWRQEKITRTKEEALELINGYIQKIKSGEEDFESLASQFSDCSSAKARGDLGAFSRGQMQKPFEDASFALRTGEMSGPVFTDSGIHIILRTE
G9a inh: qHTS Assay for Inhibitors of Histone Lysine Methyltransferase G9a; actives 8.8% (n = 350,000); Histone-lysine N-methyltransferase EHMT2 (Homo sapiens), Q96KQ7; Potency, µM (series often up to 102 µM), inactives show at the top dose activity, negative = inhibition, most hits filed as inhibitors; G9a H3K9 monomethylation, AlphaScreen, 2 h; further: potency means the concentration at half of the fitted maximal effect; on the % scale 0 is the no-effect control and ±100 the full control effect; nearly all actives have a fitted effect of over 75% in size
Target sequence (Q96KQ7 913-1193 limits assumed): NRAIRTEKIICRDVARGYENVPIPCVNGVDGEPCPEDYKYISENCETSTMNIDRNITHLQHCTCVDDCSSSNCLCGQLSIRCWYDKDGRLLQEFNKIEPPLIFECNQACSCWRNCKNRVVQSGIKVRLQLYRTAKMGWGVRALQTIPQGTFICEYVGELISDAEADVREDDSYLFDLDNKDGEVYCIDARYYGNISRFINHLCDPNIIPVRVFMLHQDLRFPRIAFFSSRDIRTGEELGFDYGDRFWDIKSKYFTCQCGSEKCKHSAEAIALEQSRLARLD
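G9a (20 nM) was preincubated 15 min with compound, then reacted 2 h at room temperature with 500 nM biotin-H3K9 peptide and 20 µM SAM. Monomethyl-H3K9 detected by AlphaScreen using anti-H3K9me1 antibody.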
PGK inhibitor: qHTS Assay to Find Inhibitors of Phosphoglycerate Kinase | actives 0.043% (n = 380,000) | Phosphoglycerate kinase, glycosomal (Trypanosoma brucei brucei), P07378 | PGK/GAPDH coupled, Kinase-Glo luminescence, 60 min | Potency, µM (doses to about 57.5 µM), without a hit: at the highest dose activity change, negative = inhibition, actives largely listed as inhibitors | AID 602233, 2012; further: potency means the concentration at half of the fitted maximal effect; on the % scale 0 is the no-effect control and ±100 the full control effect; nearly all actives have a fitted effect of over 60% in size
Target sequence (P07378 whole entry, looked up): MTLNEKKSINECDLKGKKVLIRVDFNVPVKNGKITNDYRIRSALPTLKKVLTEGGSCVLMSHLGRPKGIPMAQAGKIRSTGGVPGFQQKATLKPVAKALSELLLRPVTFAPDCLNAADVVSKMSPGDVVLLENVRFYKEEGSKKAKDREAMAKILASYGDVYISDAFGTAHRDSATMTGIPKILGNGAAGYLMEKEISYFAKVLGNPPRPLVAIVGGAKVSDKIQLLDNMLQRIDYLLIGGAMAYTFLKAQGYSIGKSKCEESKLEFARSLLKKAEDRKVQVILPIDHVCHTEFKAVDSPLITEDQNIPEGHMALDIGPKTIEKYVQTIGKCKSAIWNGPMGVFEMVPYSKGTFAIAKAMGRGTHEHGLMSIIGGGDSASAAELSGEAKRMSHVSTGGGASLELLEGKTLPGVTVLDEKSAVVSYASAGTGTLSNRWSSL
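Luminescent ATP detection (Kinase-Glo Plus) follows a 60-minute room-temperature incubation, with wells lacking PGK as controls. Buffer: 100 mM TEA (pH 7.6), 5 mM MgCl2, 0.01% Tween-20. Coupling enzyme GAPDH (100 nM final) supplies unstable 1,3-BPG in-well.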
GLS inhibitor: qHTS for Inhibitors of Glutaminase (GLS); Glutaminase kidney isoform, mitochondrial (Homo sapiens), O94925; GLS enzymatic activity, qHTS titration; Potency, µM (highest dose often 45.5 µM), for the others: top-dose activity change, negative = inhibition, most hits filed as inhibitors; actives 0.21% (n = 410,000); AID 624170, 2012; further: potency means the concentration at half of the fitted maximal effect; on the % scale 0 is the no-effect control and ±100 the full control effect
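hKGA in 45 mM KH2PO4 pH 8.2, 0.02% Tween-20 with pin-transferred compounds; 1 mM L-glutamine (stock) plus glutamate oxidase/HRP/Amplex Red coupling added. Fluorescence read initially and after 30 min at RT.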
PI4K2A block: qHTS for small molecular inhibitors of PI4K2A; Phosphatidylinositol 4-kinase type 2-alpha (Homo sapiens), Q9BTU6; purified PI4K2A, ADP-Glo luminescence, 1 h; stronger effect = lower value; activity change, negative = inhibition, % at 76.9 µM; actives 0.13% (n = 420,000); AID 1346378, 2018; in the data active means activity change below about -50%; inconclusive means mostly about -30% to -49%;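 further: -100% = wells without enzyme as full effect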
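ADP-Glo luminescence measured ADP generated by PI4K2A enzyme (4 ug/mL before mixing) with 1.2 mM PI substrate (pre-mix) and 300 microM ATP (pre-mix). Tris pH7.5 buffer with MgCl2, Triton X-100; 1 h reaction at ambient temperature.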
HP1b chromo inh: HTS for Inhibitors of HP1-beta Chromodomain Interactions with Methylated Histone Tails | Chromobox protein homolog 1 (Homo sapiens), P83916 | AlphaScreen HP1-beta / biotin-H3K9me3 peptide binding | Potency, µM (doses to about 114 µM), inactives show at the highest dose activity change, negative = inhibition, most hits filed as inhibitors | actives 0.56% (n = 390,000) | AID 540317, 2011; further: potency means the concentration at half of the fitted maximal effect; nearly all actives have a fitted effect of over 70% in size; inactives centre near 23
Target sequence (P83916 whole entry, looked up): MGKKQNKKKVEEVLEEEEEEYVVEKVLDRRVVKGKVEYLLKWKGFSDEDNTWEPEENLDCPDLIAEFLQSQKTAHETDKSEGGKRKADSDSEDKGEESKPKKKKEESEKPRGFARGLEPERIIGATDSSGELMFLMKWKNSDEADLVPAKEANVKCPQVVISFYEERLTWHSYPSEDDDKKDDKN
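Compound inhibition of the preformed complex between 50 nM HP1-beta and 50 nM biotinylated H3K9me3 peptide was read by AlphaScreen. Buffer was PBS pH 7.4 with 0.01% Tween-20. Incubations ran 30 min at room temperature, with 10 ug/mL donor/acceptor beads.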
BAZ2B inh: qHTS Assay for Inhibitors of BAZ2B; AlphaScreen BAZ2B-H3K14Ac peptide displacement; Potency, µM (highest dose often 114 µM), inactives show at the highest dose activity change, negative = inhibition, actives largely listed as inhibitors; actives 4.4% (n = 360,000); AID 504333, 2011; Bromodomain adjacent to zinc finger domain protein 2B (Homo sapiens), Q9UIF8; further: potency means the concentration at half of the fitted maximal effect; on the % scale 0 is the no-effect control and ±100 the full control effect; nearly all actives have a fitted effect of over 60% in size
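AlphaScreen displacement: compounds (up to 110uM) incubated 30 min at room temperature with a preformed 50 nM BAZ2B/50 nM biotinylated H3K14Ac peptide complex in PBS pH 7.4 with Tween-20. Donor and acceptor beads at 10 ug/mL final added, 20 min light-protected before reading.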
Pol eta inh: qHTS for Inhibitors of Polymerase Eta. DNA polymerase eta (Homo sapiens), Q9Y253. recombinant Pol eta, fluorescent DNA replication assay. Potency, µM (doses to about 114 µM), without a hit: at the highest dose activity change, negative = inhibition, most hits filed as inhibitors. actives 1.2% (n = 390,000). AID 588591, 2011; further: potency means the concentration at half of the fitted maximal effect; on the % scale 0 is the no-effect control and ±100 the full control effect
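Fluorescent replication assay: 50 nM final substrate added after a 15 min room-temperature compound preincubation with 10 nM enzyme. Signal taken at 0 min and again at 10 min.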
Numbers without * were called inactive; & = joins results of further samples; [ ] = dose if it differs, or a comment. Unless noted, the call rests on the fitted dose curve; in most records, active means well fitted curve in the direction sought with a large enough effect; inconclusive means small, poorly fitted or top-dose-only effect, or another doubt; inactive means no such curve, though single readings can be large; an effect the other way counts as inactive or inconclusive.

Screening Cc1cc(C)n2nc(C(=O)NCC(=O)Nc3ccc(F)c(F)c3)nc2n1 returned JMJD2A Tudor -1%, Pin1 inhibitor 7%, G9a inh -26%, PGK inhibitor inactive, GLS inhibitor -3%, PI4K2A block -3, HP1b chromo inh 19%, BAZ2B inh 1% and Pol eta inh -16%.
Cc1cccc(OCC(=O)NCc2ccc3c(c2)CCN3C(=O)c2ccc(Cl)cc2)c1 was read as JMJD2A Tudor -16%, Pin1 inhibitor 5%, G9a inh -4%[59 µM], PGK inhibitor -5%, GLS inhibitor -7%, PI4K2A block -5, HP1b chromo inh 30%, BAZ2B inh 1% and Pol eta inh 13%.
O=C1CCCN1CCCNC(=S)Nc1ccc(Cl)cc1Cl was read as JMJD2A Tudor -15%, Pin1 inhibitor -2%, G9a inh 3%, PGK inhibitor 6%, GLS inhibitor 9%, PI4K2A block 3, HP1b chromo inh 33%, BAZ2B inh -2% and Pol eta inh -24%.
O=C(Nc1cnc2ccccn2c1=O)c1ccc(Cl)cc1 was read as JMJD2A Tudor 3%, Pin1 inhibitor 3%, G9a inh 20%[59 µM], PGK inhibitor inactive, GLS inhibitor 1%, PI4K2A block -4, HP1b chromo inh 46%[activator], BAZ2B inh 3% and Pol eta inh -9%.
CC(=O)Nc1ccc(SC[C@H](CC(C)C)N2CCN(CCc3ccccc3)CCC2=O)cc1 was read as JMJD2A Tudor -33%, Pin1 inhibitor inconclusive, G9a inh -5%[12.7 µM], PGK inhibitor 7%, GLS inhibitor 2%, PI4K2A block 0, HP1b chromo inh 26%, BAZ2B inh -12% and Pol eta inh -12%.
O=C(c1cc(-c2ccc(F)cc2)on1)N1CCCC1 was read as JMJD2A Tudor -8%, Pin1 inhibitor 2%, G9a inh 6%, PGK inhibitor 3%, GLS inhibitor 18%, PI4K2A block -1, HP1b chromo inh 36%, BAZ2B inh 1% and Pol eta inh -5%.
`Cc1c(S(=O)(=O)NC(C)c2ccccc2)c(=O)n(C)c(=O)n1C` (centres undefined) gave JMJD2A Tudor -15%, Pin1 inhibitor -3%, G9a inh -1%, PGK inhibitor -2%, GLS inhibitor 5%, PI4K2A block 4, HP1b chromo inh 10%, BAZ2B inh -3% and Pol eta inh -9%.
For COc1ccc(N2CCN(Cc3cc(=O)oc4ccc5ccccc5c34)CC2)cc1 the results were JMJD2A Tudor inconclusive, Pin1 inhibitor 3%, G9a inh inconclusive, PGK inhibitor inactive, GLS inhibitor 34%[activator], PI4K2A block -1, HP1b chromo inh -1%, BAZ2B inh -32% and Pol eta inh -6%.
Screening Cc1ccc(SCCNS(C)(=O)=O)cc1 returned JMJD2A Tudor -15%, Pin1 inhibitor -2%, G9a inh -44%[12.7 µM], PGK inhibitor inactive, GLS inhibitor 6%, PI4K2A block -7, HP1b chromo inh 10%, BAZ2B inh 6% and Pol eta inh -1%.
`COc1ccc(CCN2C(=O)CC(Sc3ncccc3C(=O)O)C2=O)cc1OC` (centres undefined) gave JMJD2A Tudor -9%, Pin1 inhibitor -2%, G9a inh 5%[12.7 µM], PGK inhibitor -9%, GLS inhibitor -1%, PI4K2A block -7, HP1b chromo inh 52%[activator], BAZ2B inh 10% and Pol eta inh -9%.
For COc1ccc(OC)c(CC(=O)Nc2cc(S(=O)(=O)N3CCCCC3)ccc2C)c1 the results were JMJD2A Tudor -22%, Pin1 inhibitor -1%, G9a inh 25%[2.33 µM], PGK inhibitor 1%, GLS inhibitor 2%, PI4K2A block -1, HP1b chromo inh 12%, BAZ2B inh -9% and Pol eta inh -8%.
For Cc1ccc(C)c(S(=O)(=O)N2CCN(C(=O)c3ccc(N4CCCC4)c([N+](=O)[O-])c3)CC2)c1 the results were JMJD2A Tudor inconclusive, Pin1 inhibitor -9%, G9a inh 32µM*, PGK inhibitor -2%, GLS inhibitor 8%, PI4K2A block -3, HP1b chromo inh -10%, BAZ2B inh inconclusive and Pol eta inh -16%.
O=C(c1cc2ccccc2o1)N1CCN(Cc2ccccc2)CC1 was read as JMJD2A Tudor -5%, Pin1 inhibitor inconclusive, G9a inh -2%&-34%[12.7 µM], PGK inhibitor inactive, GLS inhibitor 1%&7%, PI4K2A block -14, HP1b chromo inh 19%, BAZ2B inh -16% and Pol eta inh -19%.
`NC(=O)c1c(NC(=O)CN2CCN(S(=O)(=O)c3ccccc3)CC2)sc2c1CCC2` gave JMJD2A Tudor -30%, Pin1 inhibitor inconclusive, G9a inh 17%[12.7 µM], PGK inhibitor 2%, GLS inhibitor 1%, PI4K2A block -15, HP1b chromo inh -10%, BAZ2B inh -11% and Pol eta inh inconclusive.
O=C(O)C1CCC(=O)N(C2CCCCC2)C1c1ccccc1Cl (centres undefined) was read as JMJD2A Tudor -16%, Pin1 inhibitor 0%, G9a inh -1%, PGK inhibitor inactive, GLS inhibitor -3%, PI4K2A block 6, HP1b chromo inh 37%, BAZ2B inh 0% and Pol eta inh -10%.
CCOC(=O)CSc1nnc2n(Cc3ccccc3)c(=O)c3c4c(sc3n12)CCC4 was read as JMJD2A Tudor -15%[11.4 µM], Pin1 inhibitor 4%, G9a inh 40µM*, PGK inhibitor 2%, GLS inhibitor -2%, PI4K2A block 2, HP1b chromo inh -26%, BAZ2B inh 1% and Pol eta inh -3%.
`CCN(C[C@H]1N[C@@](CC)(C(=O)OC)[C@H]2C(=O)N(Cc3ccccc3)C(=O)[C@@H]12)S(=O)(=O)c1ccc(C(F)(F)F)cc1` gave JMJD2A Tudor -14%, Pin1 inhibitor inconclusive, PGK inhibitor 8%, GLS inhibitor 3%, PI4K2A block 1, HP1b chromo inh 26% and Pol eta inh -10%.
For Cc1ccc(NC(=O)CSCc2cnn(-c3ccccc3)c2-n2cccc2)c(Cl)c1 the results were JMJD2A Tudor -6%, Pin1 inhibitor -7%, G9a inh inconclusive, PGK inhibitor -8%, GLS inhibitor 0%, PI4K2A block -3, HP1b chromo inh 22%, BAZ2B inh -2% and Pol eta inh -12%.
`COc1ccc(Cl)cc1NC(=S)NCCO` gave JMJD2A Tudor -14%, Pin1 inhibitor -2%, G9a inh 4%[0.501 µM], PGK inhibitor 1%, GLS inhibitor 6%, PI4K2A block 5, HP1b chromo inh 41%[activator], BAZ2B inh 4% and Pol eta inh -10%.
`COC(=O)c1ccc2c(=O)n(-c3ccc(OC)cc3)c(=S)[nH]c2c1` gave JMJD2A Tudor -1%, Pin1 inhibitor -14%, G9a inh 25%, PGK inhibitor 2%, GLS inhibitor -26%, PI4K2A block -5, HP1b chromo inh 44%[activator], BAZ2B inh -6% and Pol eta inh -13%.
`COC(=O)c1ccccc1NC(=O)c1nn(C)c2c1COc1ccccc1-2` gave JMJD2A Tudor -5%, Pin1 inhibitor 4%, G9a inh -34%[59 µM], PGK inhibitor 7%, GLS inhibitor -9%, PI4K2A block -4, HP1b chromo inh 43%[activator], BAZ2B inh inconclusive and Pol eta inh -14%.
c1ccc(C2=NNC(c3ccco3)=Nc3ccccc32)cc1 was read as JMJD2A Tudor -36%, Pin1 inhibitor -7%, G9a inh inconclusive, PGK inhibitor 7%, GLS inhibitor 10%, PI4K2A block -4, HP1b chromo inh -1%, BAZ2B inh -35% and Pol eta inh -2%.
For CCOc1ccc(S(=O)(=O)Nc2cccc(Cl)c2)cc1 the results were JMJD2A Tudor -2%, Pin1 inhibitor -8%, PGK inhibitor -7%, GLS inhibitor 10%, PI4K2A block -2, HP1b chromo inh 2% and Pol eta inh -20%.
`CCN(C(=O)COC(=O)COc1ccc2c(c1)CCC2)c1c(N)n(Cc2ccccc2)c(=O)[nH]c1=O` gave JMJD2A Tudor -12%, Pin1 inhibitor 2%, G9a inh -24%, PGK inhibitor 2%, GLS inhibitor 0%, PI4K2A block -8, HP1b chromo inh 24%, BAZ2B inh 14% and Pol eta inh -9%.
`O=C(NCc1ccccn1)C1CC(c2ccc(F)cc2)=NO1` (centres undefined) gave JMJD2A Tudor -5%, Pin1 inhibitor -10%, G9a inh 20%[59 µM], PGK inhibitor -6%, GLS inhibitor -7%, PI4K2A block 6, HP1b chromo inh 20%, BAZ2B inh 12% and Pol eta inh -7%.
CC(OC(=O)Cc1ccc(Cl)cc1)C(=O)NC1CCCCC1C (centres undefined) was read as JMJD2A Tudor -1%, Pin1 inhibitor 0%, G9a inh -20%, PGK inhibitor 0%, GLS inhibitor 3%, PI4K2A block 1, HP1b chromo inh 41%[activator], BAZ2B inh -3% and Pol eta inh 4%.
CC(NC(=O)c1ccnc(C(C)(C)C)c1)c1ccccc1 (centres undefined) was read as JMJD2A Tudor -4%, Pin1 inhibitor -11%, G9a inh -9%[12.7 µM], PGK inhibitor 3%, GLS inhibitor 0%, PI4K2A block -5, HP1b chromo inh 15%, BAZ2B inh 6% and Pol eta inh -4%.

Not all compounds are listed. The share of hits here may be higher or lower than overall.
